Screens deposited in PubChem BioAssay by several laboratories.
Insulin prom inh: TRM-6 insulin promoter activity inhibition; 130,000 compounds, 0.9% hits; inhibition, % at 2 µM; TRM-6 cells (human fetal islet line), insulin promoter-eGFP reporter, imaging; reporter expression induced with tamoxifen;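 active means inhibition above the mean plus 3 SD, with well images judged a real hit on visual review, cut at about 60% in these data, passing the limit was not always enough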
SDO1 yeast rescue: compounds rescuing growth of sdo1-depleted yeast, bone marrow failure model; S. cerevisiae sdo1-depleted JHY4D growth rescue, OD600 30 h; active compounds read high; pdr5 snq2 efflux-pump mutant strain; 140,000 compounds, 0.21% hits; z-score at 10 µM;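 active means z-score above 3 at both the 24 hr and the 30 hr optical density reads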;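 further: z-score against mean and SD of all compound wells on the same plate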
SDO1 yeast rescue Rescue 24 h: recorded beside SDO1 yeast rescue, whose call it bears; z-score; S. cerevisiae sdo1-depleted JHY4D growth rescue, OD600; measured here: growth rescue at 24 h;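 0 is the plate mean of compound wells and units are plate SD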
The depositor's hits bear a star; · = no result given; [ ] = another dose, or the depositor's remark. Not all compounds are listed. The share of hits here may be higher or lower than overall.

SMILES	Insulin prom inh	SDO1 yeast rescue	SDO1 yeast rescue Rescue 24 h
Cc1cc(C(=O)OCC(=O)Nc2ncc(C(F)(F)F)cc2Cl)c(C)o1	·	0.04	-0.4
O=C1CCc2cc(S(=O)(=O)N3CCC(C(=O)NC4CCCC4)CC3)ccc2N1	·	0.58	0.26
COC(=O)CNC(c1ccccc1)c1cc(Br)ccc1NC(=O)CCN1CCOCC1 (stereo not given)	-33	-1.6	-1.4
CC(C)(C)c1[nH]nc2c1C(c1ccsc1)C(C#N)=C(N)O2 (stereo not given)	-50	·	·
COc1cccc(NC(=S)N/N=C2\CC(C)(C)Oc3ccc(O)cc32)c1	·	0.37	1
Cc1cc(C)nc(Nc2ccccc2Br)n1	·	0.32	0.56
COC(=O)Cn1ccc(N(C)C)c(C#N)c1=O	·	0.08	-1.1
CC(C)c1nnc(NC(=O)CSc2nnc(NC(=O)c3c(F)cccc3F)s2)s1	42	·	·
CCOc1cc(C(=O)N(C)Cc2cc3ccccc3[nH]c2=O)cc(OCC)c1OCC	-16	-0.39	-1.1
CCCc1[nH]nc2c1C(c1cc(OC)cc(OC)c1)C(C#N)=C(N)O2 (stereo not given)	11	-0.05	-0.23
O=C(NCc1ccccc1)C(=O)NCC1OCCN1C(=O)c1ccc(Cl)cc1 (stereo not given)	-178	·	·
CCOC(=O)C1=C(N)n2c(s/c(=C\c3ccncc3)c2=O)=C(C(=O)OCC)C1c1ccncc1 (stereo not given)	25	·	·
O=C(Nc1ccccc1C(=O)O)c1ccccc1	-15	0.08	-0.5
Cn1c(=O)c2c(SCc3cccnc3)nc(C3CC3)nc2n(C)c1=O	·	-1.5	-1.1
CCC(C(=O)O/N=C(\N)c1ccccc1)c1ccccc1 (stereo not given)	-121	-2.2	-1.2
CCOc1ccccc1C(=O)N[C@H](C(=O)Nc1ccc(OC)c(S(=O)(=O)N2CCOCC2)c1)C(C)C	-83	·	·
Cc1cc(C(=O)Nc2c(F)c(F)c(F)c(F)c2F)n(-c2ccccc2)n1	-35	·	·
CC(C)(C)NC(=O)CN(C(=O)CS(=O)CC(=O)Nc1ccc(F)cc1)c1ccc2c(c1)OCCO2 (stereo not given)	9	·	·
COc1cc(N=CC2=C(O)c3ccccc3C2=O)cc(OC)c1	-46	-0.63	0.11
CCOC(=O)C1=NOC2COC3(CCN(c4ncccn4)CC3)OCC12 (stereo not given)	27	·	·
Cc1cccc(NCc2nc(-c3ccccc3)no2)c1	·	-0.59	-0.46
O=C(CN1CCc2ccccc2C1)Nc1cc(S(=O)(=O)N2CCOCC2)ccc1N1CCCC1	-23	-0.05	-0.34
COc1cc(/C=C/C(=O)OCC(=O)N2CC3(C)CC2CC(C)(C)C3)ccc1O (stereo not given)	23	-1.5	-0.48
CC(C)CNS(=O)(=O)c1ccc(CCC(=O)NCC2CCCO2)cc1 (stereo not given)	-24	0.96	1.5
CSc1nc(/C=C2\C=Nc3ccccc32)c(O)n1C	0	-0.31	-0.8
CCOc1cc(-c2cn(S(=O)(=O)c3cccc4nsnc34)nc2N)cc(OCC)c1OCC	·	1.1	1.2
Cc1occc1C(=O)N/N=C/c1cccnc1	11	-1.1	-1.7
CCOC(=O)C1=C(CNC2CCCCC2)NC(=O)NC1c1cc(C)ccc1C (stereo not given)	-30	-0.14	0.09
O=C1Nc2ccccc2C12OCC(COc1ccc(Cl)cc1)O2 (stereo not given)	19	-0.64	-0.16
COc1cccc(C(=O)NC(Cc2ccccc2)c2ccc3c(c2)OCCCO3)c1 (stereo not given)	-9	0.62	0.73

Copied from above (17 entries):
SMILES	Insulin prom inh	SDO1 yeast rescue	SDO1 yeast rescue Rescue 24 h
CC(C)c1nnc(NC(=O)CSc2nnc(NC(=O)c3c(F)cccc3F)s2)s1	42	·	·
CCOc1cc(C(=O)N(C)Cc2cc3ccccc3[nH]c2=O)cc(OCC)c1OCC	-16	-0.39	-1.1
CCCc1[nH]nc2c1C(c1cc(OC)cc(OC)c1)C(C#N)=C(N)O2 (stereo not given)	11	-0.05	-0.23
O=C(NCc1ccccc1)C(=O)NCC1OCCN1C(=O)c1ccc(Cl)cc1 (stereo not given)	-178	·	·
CCOC(=O)C1=C(N)n2c(s/c(=C\c3ccncc3)c2=O)=C(C(=O)OCC)C1c1ccncc1 (stereo not given)	25	·	·
O=C(Nc1ccccc1C(=O)O)c1ccccc1	-15	0.08	-0.5
Cn1c(=O)c2c(SCc3cccnc3)nc(C3CC3)nc2n(C)c1=O	·	-1.5	-1.1
CCC(C(=O)O/N=C(\N)c1ccccc1)c1ccccc1 (stereo not given)	-121	-2.2	-1.2
CCOc1ccccc1C(=O)N[C@H](C(=O)Nc1ccc(OC)c(S(=O)(=O)N2CCOCC2)c1)C(C)C	-83	·	·
Cc1cc(C(=O)Nc2c(F)c(F)c(F)c(F)c2F)n(-c2ccccc2)n1	-35	·	·
CC(C)(C)NC(=O)CN(C(=O)CS(=O)CC(=O)Nc1ccc(F)cc1)c1ccc2c(c1)OCCO2 (stereo not given)	9	·	·
COc1cc(N=CC2=C(O)c3ccccc3C2=O)cc(OC)c1	-46	-0.63	0.11
CCOC(=O)C1=NOC2COC3(CCN(c4ncccn4)CC3)OCC12 (stereo not given)	27	·	·
Cc1cccc(NCc2nc(-c3ccccc3)no2)c1	·	-0.59	-0.46
O=C(CN1CCc2ccccc2C1)Nc1cc(S(=O)(=O)N2CCOCC2)ccc1N1CCCC1	-23	-0.05	-0.34
COc1cc(/C=C/C(=O)OCC(=O)N2CC3(C)CC2CC(C)(C)C3)ccc1O (stereo not given)	23	-1.5	-0.48
CC(C)CNS(=O)(=O)c1ccc(CCC(=O)NCC2CCCO2)cc1 (stereo not given)	-24	0.96	1.5

Further results follow:
SMILES	Insulin prom inh	SDO1 yeast rescue	SDO1 yeast rescue Rescue 24 h
O=C(COC(=O)C1CC(O)CN1C(=O)Oc1ccccc1)c1ccc(Br)cc1 (stereo not given)	0	0.09	0.06
Cc1cc(NC(=O)c2ccc(COc3ccc(Cl)c(C)c3)o2)no1	-100	0.7	1
CCCCS(=O)CC(COCc1ccccc1)OC(=O)CSc1nc(C)cc(C)n1 (stereo not given)	0	0.5	0.71
CCN(CC)C(=O)C1CCCN(Cc2ccc(OC)c(C)c2)C1 (stereo not given)	26	1.1	0.71
COc1ccc(CCNC(=O)c2ccco2)cc1	·	1.4	0.83
O=C(CCCn1c(=S)[nH]c2ccccc2c1=O)NCCSCc1ccccc1	13	·	·
Cc1ccc(C)c(N(C(=O)Cn2nnc3ccccc32)C(C(=O)NCc2ccco2)c2ccncc2)c1 (stereo not given)	·	0.32	-0.05
CC(=O)Nc1ccc(S(=O)(=O)NNC(=O)c2ccc(S(=O)(=O)N3CCCCC3)cc2)cc1	-44	-0.11	-1
O=C(c1cccc(S(=O)(=O)N2CCCCC2)c1)N1CCN(S(=O)(=O)c2ccc(F)cc2)CC1	-66	0.29	0.09
CCCCn1c(N)c(-c2nc3ccccc3o2)c2c([N+](=O)[O-])nn(CC)c(=O)c21	44	-0.51	0.22
CCCSC1=C(C#N)C(c2ccc(OC)cc2)C2=C(CC(C)(C)CC2=O)N1 (stereo not given)	6	0.45	-0.26
CCOc1ccc(-n2cc(C(=O)Nc3cccc(C)n3)c3cc(OC)c(OC)cc3c2=O)cc1	46	·	·
NS(=O)(=O)c1ccc(N/N=C/c2cn(-c3ccccc3)nc2-c2ccccc2)c([N+](=O)[O-])c1	50	·	·
O=C(NCC1CCCO1)C1c2ccccc2C(=O)N1C1CCCCCC1 (stereo not given)	-41	0.21	-0.16
CCc1nc(C)cn1S(=O)(=O)c1cc(Cl)c(OC)cc1Cl	-34	-0.45	-0.7
CCN(CC)S(=O)(=O)c1cccc(NC(=O)c2cc3ccccc3o2)c1	19	-0.71	-0.11
COc1cccc2c1OCC1COc3c(c(=O)n(C)c(=O)n3C)C21 (stereo not given)	6	2	1.1
COc1ccc(-n2c(C)cc(-c3csc(N)n3)c2C)cc1	-13	0.9	1.3
Cc1nc(SCC(=O)N(C)C2CCCCC2)[nH]c(=O)c1Cc1ccccc1	-26	-0.38	-0.76
CCN(CC)c1nc(=S)nc(NC(C)(C)C)[nH]1	·	-0.85	-1.1
c1ccc(COc2cccc(CNCc3cccs3)c2)cc1	·	-0.05	-0.61
Cc1nn(CC(=O)N2CCOCC2)c(=O)c2ccccc12	-139	0.06	0.11
O=[N+]([O-])c1ccc(Cl)cc1Sc1ccccn1	33	-0.28	-1.9
O=C(CC1SCCNC1=O)Nc1ccc(Cl)cc1 (stereo not given)	7	·	·
CCOc1ccc(C(=O)N(C)C2CCS(=O)(=O)C2)cc1 (stereo not given)	12	0.49	0.2
CC1=C(C(=O)OC2CCCCC2)C(c2cccs2)n2c(nc3ccccc32)N1 (stereo not given)	10	-0.62	-0.27
O=C1CC(c2ccc3c(c2)OCO3)c2cc3c(cc2N1)OCCO3 (stereo not given)	-31	-0.65	-0.44
CSc1ccc(CNCCCN(C)C)cc1	·	0.48	-0.3
CCOC(=O)c1cc2c(=O)n3ccccc3nc2n(CCCOC)c1=NC(C)=O	0	0.37	0.37
COc1ccc(-c2nnn(CC(=O)N(CC(=O)NC3CCCC3)c3cccc(C)c3)n2)cc1OC	·	0.5	0.2
Cc1ccccc1NC(=O)/C(C#N)=C/c1ccsc1	-38	0.48	0.12
Nc1c(C(=O)NCCc2ccccc2)nnn1Cc1ccc(Cl)cc1	17	0.85	1.1
COC(C(=O)NNC(=O)CCc1ccccc1)c1ccccc1 (stereo not given)	-14	·	·
Cc1nc(N2CCC(C)CC2)c2c(C)c(C(=O)Nc3ccccc3C(F)(F)F)sc2n1	-117	·	·
COc1ccc(NC(=O)N2c3ccc(OC)cc3C(C)=CC2(C)C)cc1	14	-0.78	-0.75
O=C(Nc1nccs1)c1cccc(S(=O)(=O)N2CCOCC2)c1	-22	1.5[12.4 µM]	2.3
COc1ccc(CCNC(=O)c2ccccc2N(C)S(=O)(=O)c2ccccc2)cc1	-29	0.26	0.66
COC(=O)c1ccc(C2OCC(C)(C)CO2)cc1	7	·	·
Cc1ccc(C)c(NC(=O)CSc2nc3c(c(=O)n2C)SC(C)C3)c1 (stereo not given)	·	-0.51	-0.76
O=C(Nc1nnc(C2CC2)s1)C1COc2ccccc2O1 (stereo not given)	0	·	·
COC(=O)c1cccc(NC(=O)Cc2ccc(OC)cc2)c1C	36	0.03	-0.02
CCCCc1c(O)nc(SCC(=O)N2CCCCC2)n(-c2ccccc2C)c1=O	·	-0.41	0.23
O=C(CCNC(=O)c1ccco1)Nc1ccccc1N1CCOCC1	9	·	·
CCC(=O)Nc1ccc(C(=O)Nc2c[nH]c(=O)[nH]c2=O)cc1	-19	·	·
COc1ccc(S(=O)(=O)N2CCC(C(=O)N3CCC(C(N)=O)CC3)CC2)cc1Cl	0	·	·
COc1cccc(CNc2nn[nH]n2)c1OC	6	-1.2	-2.4
CCCCNC(=O)CCCCCNS(=O)(=O)c1ccc(OC)cc1	·	1.1	0.56
CNc1cc([N+](=O)[O-])ccc1N/C=C/C(=O)c1cccs1	60	0.06	-0.44
CCOC(=S)SCc1cn2ccccc2n1	-9	·	·
COC(=O)c1cc(OC)c(OC)cc1NCC(=O)Nc1ccc(C)cc1	·	0.69	1.1
COc1ccccc1N1CCN(C/C(C)=C/c2ccccc2)CC1	0	0.42	-0.02
CCOC(=O)c1c(NC(=O)CSc2nnc3ccccn23)sc2c1CCC2	20	-0.82	-1.5
COc1ccccc1NC(=O)N1CCCC(C(=O)Nc2cccc(C)c2C)C1 (stereo not given)	6	-0.09	0.03
CC1CN(C(=O)c2ccccc2Sc2ccccc2C#N)CC(C)O1 (stereo not given)	19	-0.28	-0.32
c1cnc2c(OCc3nc4ccccc4[nH]3)cccc2c1	-111	-0.05	2.3
CCN1C(=O)C2(Nc3ccccc3-c3nc4ccccc4n32)c2cc(OC)ccc21 (stereo not given)	-112	-1.3	-1.1
COc1ccc(C=O)cc1Oc1nc(Cl)ncc1F	13	·	·
COc1ccccc1NC(=O)CSCC(N)=O	40	0.2	-0.58
CCCCCCNC(=O)c1ccc(Br)o1	48	-0.36	-0.41
COC(=O)c1ccc(NC(=O)c2cc3sccc3n2C)cc1	14	-1.2	-0.83

Continuation.
SMILES	Insulin prom inh	SDO1 yeast rescue	SDO1 yeast rescue Rescue 24 h
N#Cc1nc(-c2ccc(Cl)cc2)oc1NCc1cccc2c1OCO2	69	0.08	1.4
O=C(Nc1ccccc1)Nc1cccc(Cl)c1	28	1.6	0.45
Cc1ccc(-n2c(=O)c3sccc3n(CC(=O)NCc3ccco3)c2=O)cc1F	-14	1.2	-0.02
Cc1ccc(C2CC(C(F)(F)F)n3nc(C(=O)NCC4CCCO4)cc3N2)cc1 (stereo not given)	13	0.02	0.03
CCn1c(-c2cc(OC)ccc2OC)csc1=Nc1c(C)n(C)n(-c2ccccc2)c1=O	·	1.1	0.89
O=C(COc1cccc2ccccc12)N/N=C/c1ccccc1OCc1ccc(C(=O)O)cc1	-5	·	·
CC1CC(=O)N(CC(=O)NCc2ccco2)c2ccccc2S1 (stereo not given)	·	0.45	-0.33
O=S(=O)(c1ccccc1)N1CC=C(c2ccccc2)CC1	6	·	·
CC(=O)Nc1ccc(NC(=O)C(C)OC(=O)c2ccc(OCc3c(C)noc3C)cc2)cc1 (stereo not given)	-29	-0.32	-0.51
CCOC(=O)C1=NN(C(=O)c2ccc(OC)cc2)C(O)(c2ccc(Cl)cc2)C1 (stereo not given)	-33	-0.75	-0.3
Cc1cc(C)c(S(C)(=O)=O)c(N(C)N)n1	75*	·	·
N#CCCNC(=O)Cn1c(COc2ccc(Cl)cc2)nc2ccccc21	-47	1.8	0.7
COc1ccc(C(=O)Nc2ccccc2C(=O)N/N=C/c2cccc3ccccc23)cc1	·	-0.17	0.28
O=C(/C=C/c1ccccc1Cl)N(Cc1ccc(Cl)cc1)C1CCS(=O)(=O)C1 (stereo not given)	-7	-1.7	-1.4
COc1ccc(CC(=O)c2ccc(O)cc2O)cc1OC	·	0.23	0.25
